Screening results (PubChem)
uPA surface inh: cell surface uPA generation inhibition. Potency, µM (titrated, usually from 38.3 µM), without a hit: at the top dose activity change, negative = inhibition, actives largely listed as inhibitors. cell surface uPA generation assay, qHTS. 330,000 compounds, 0.31% hits. AID 540303; active = well fitted inhibition curve with a large enough effect; inconclusive = small, poorly fitted or top-dose-only effect; inactive = no such curve, though single readings can be large or run the other way; tested in mouse RAW 264.7 cells; also: potency is read from the fitted curve at half-maximal effect; % is scaled to controls: 0 for no effect and ±100 for the full control effect; nearly all actives have a fitted effect of over 55% in size
FBPA coupling cs: coupling enzyme interference in Giardia aldolase counter-screen; AID 2472; coupling enzyme system counterscreen, AmpLite Red fluorescence; activity change, negative = inhibition, % at 58.2 µM, hits read low; 290,000 compounds, 0.67% hits; in the data active = activity change below about -30%; also: % is scaled to controls: 0 for no effect and ±100 for the full control effect
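Coupling enzymes only (glyceraldehyde-3-phosphate) + compound, at 57.5 uM final, 10 min RT; add substrate/coupling/AmpLite Red mix, 20 min RT; fluorescence ex 525/em 598 nm. Actives flag coupling-system interference.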
KCNH2 3.1 inh: blocks the human KCNH2 3.1 channel isoform. 340,000 compounds, 0.95% hits. U2OS KCNH2 3.1, thallium flux FluxOr; active compounds read low. AID 720553. activity change, % (tested at about 1.8 µM);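 active = maximum activity change below -70%; inconclusive = maximum activity change from -70% to -50%; inactive = maximum activity change above -50%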;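 also: thallium influx rate constant from kinetic fluorescence after stimulation buffer; % is scaled to controls: 0 for no effect and ±100 for the full control effect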
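Thallium flux read-out: FluxOr dye with Red40 quencher in HBSS/HEPES, 45 min at RT. Rate constants from kinetic reads were normalized to positive and negative DMSO controls. Cells: U2OS virally expressing the 3.1 isoform.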
Tb PFK inh: blocks T. brucei phosphofructokinase; O15648; T. brucei PFK, ADP-Glo luminescence; Potency, µM (top dose mostly 57.5 µM), for the others: at the highest dose activity, negative = inhibition, actives largely listed as inhibitors; 330,000 compounds, 0.17% hits;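 also: potency is read from the fitted curve at half-maximal effect; 0% = uninhibited 1x PFK enzyme wells and -100% = no-enzyme wells; nearly all actives have a fitted effect of over 60% in size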
Target sequence (O15648 whole entry, looked up): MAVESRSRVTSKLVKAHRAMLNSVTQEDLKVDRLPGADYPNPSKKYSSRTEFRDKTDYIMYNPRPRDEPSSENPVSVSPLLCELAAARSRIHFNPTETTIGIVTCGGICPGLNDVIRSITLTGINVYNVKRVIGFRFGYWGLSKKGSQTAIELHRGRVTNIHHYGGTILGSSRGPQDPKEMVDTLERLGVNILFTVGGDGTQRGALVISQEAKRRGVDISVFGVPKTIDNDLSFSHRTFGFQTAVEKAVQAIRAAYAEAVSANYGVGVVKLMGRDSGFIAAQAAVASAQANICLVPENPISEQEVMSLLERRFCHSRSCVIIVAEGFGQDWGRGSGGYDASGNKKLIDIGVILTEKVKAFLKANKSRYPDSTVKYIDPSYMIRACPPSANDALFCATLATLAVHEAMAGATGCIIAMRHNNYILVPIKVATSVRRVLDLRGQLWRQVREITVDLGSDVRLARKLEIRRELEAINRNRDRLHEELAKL
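ADP-Glo luminescence quantified ADP after 45 min at room temperature, with 1.25 nM T. brucei PFK, 0.1 mM ATP and 0.5 mM fructose-6-phosphate in pH 8.0 TEA buffer. qHTS titrations up to 57 µM; curves classified by quality.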
NPC1 promoter act: activators of NPC1 promoter; Huh7 NPC1 promoter luciferase reporter, 24 h; 320,000 compounds, 2.4% hits; Potency, µM (top dose mostly 9.22 µM), for inactives: at the highest dose activation, hits mostly activators;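 also: potency is read from the fitted curve at half-maximal effect; % of control where 0% means no effect; nearly all actives have a fitted effect of over 60% in size; reporter is driven by a mutant NPC1 promoter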
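NPC1 promoter–luciferase Huh7 cells; 24 h compound; luminescence.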
FLuc modulator: inhibits or activates purified firefly luciferase, miR-21 counter-screen; P08659; purified FLuc, Km substrates, luminescence inhibition; Potency, µM (highest dose often 57.5 µM), inactives show top-dose activity change, negative = inhibition, usual class: inhibitors; 360,000 compounds, 6.9% hits; AID 588342;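 also: potency is read from the fitted curve at half-maximal effect; plate controls were vehicle for no effect and reference inhibitor for full effect; nearly all actives have a fitted effect of over 55% in size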
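Purified P. pyralis luciferase (10nM final) with 10uM D-luciferin and 10uM ATP (Km levels) in 50mM Tris acetate pH 7.5, 10mM Mg acetate, 0.01% Tween-20, 0.05% BSA; qHTS 6-point titration, ~60 µM downward; luminescence read.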
Giardia killer: Giardia lamblia killing | Giardia lamblia trophozoite viability | activity change, % at 7.66 µM, hits read low | 340,000 compounds, 0.15% hits | AID 540267; in the data active = activity change below about -80%; inconclusive = between about -30% and that limit;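 also: parasites exposed to compound for two days anaerobically before the ATP read; % is scaled to controls: 0 for no effect and ±100 for the full control effect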
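Trophozoites 100 cells/well + cpd; 48 hrs, 37 deg C, anaerobic. ATPLite 1-Step added, 15-30 min RT, luminescence read (ATP-based viability).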
Gal4-VP16 FLuc: Gal4-VP16 reporter inhibition counter-screen; Drosophila S2 Gal4-VP16 UAS-luciferase, luminescence, 20 h; Potency, µM (titrated, usually from 53.6 µM), without a hit: top-dose activity, negative = inhibition, hits mostly inhibitors; 310,000 compounds, 3.5% hits; AID 2546;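 also: Gal4-VP16 expression switched on by copper sulfate through the metallothionein promoter; potency is read from the fitted curve at half-maximal effect; % is scaled to controls: 0 for no effect and ±100 for the full control effect; nearly all actives have a fitted effect of over 50% in size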
Rab9 promoter act: activators of Rab9 promoter; Huh7 Rab9 promoter-luciferase reporter, luminescence, 24 h; 320,000 compounds, 2.8% hits; Potency, µM (series often up to 9.22 µM), inactives show at the highest dose activation, negative = inhibition, most hits filed as activators; also: potency is read from the fitted curve at half-maximal effect; % of control where 0% means no effect; nearly all actives have a fitted effect of over 60% in size
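Stable Rab9-luc Huh7, 1500 cells/well, 2 h settle; cmpd in DMSO, 24 h, 37 °C/5% CO2; luciferase reagent 10 min RT; luminescence.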
RORgamma inh: blocks mouse ROR gamma transcriptional activity; Drosophila S2 Gal4-RORgamma UAS-luciferase reporter, 20 h; P51450; AID 2551; Potency, µM (doses to about 53.6 µM), without a hit: top-dose activity change, negative = inhibition, hits mostly inhibitors; 310,000 compounds, 5.4% hits; also: potency is read from the fitted curve at half-maximal effect; % is scaled to controls: 0 for no effect and ±100 for the full control effect; nearly all actives have a fitted effect of over 60% in size
Target sequence (P51450 whole entry, looked up, the tested form may be a part): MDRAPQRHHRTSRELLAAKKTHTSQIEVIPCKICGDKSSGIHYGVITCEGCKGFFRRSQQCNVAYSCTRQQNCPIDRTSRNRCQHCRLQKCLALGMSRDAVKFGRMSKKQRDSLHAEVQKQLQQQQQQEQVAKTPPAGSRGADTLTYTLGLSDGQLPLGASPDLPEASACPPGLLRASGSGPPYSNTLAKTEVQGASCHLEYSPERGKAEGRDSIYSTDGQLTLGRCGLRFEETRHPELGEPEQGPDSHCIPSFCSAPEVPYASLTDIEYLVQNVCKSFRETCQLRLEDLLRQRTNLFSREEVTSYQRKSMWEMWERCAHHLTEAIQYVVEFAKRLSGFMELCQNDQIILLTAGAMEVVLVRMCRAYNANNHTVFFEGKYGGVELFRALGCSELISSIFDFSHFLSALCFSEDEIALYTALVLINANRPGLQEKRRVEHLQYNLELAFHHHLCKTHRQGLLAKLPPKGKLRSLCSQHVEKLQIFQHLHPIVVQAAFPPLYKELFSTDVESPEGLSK
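Drosophila S2 cells stably expressing Gal4-DBD/mouse RORγ fusion under metallothionein promoter plus UAS-luciferase; compound 1 h, then 700 uM CuSO4 induction for 20 h at ambient temperature; inhibition read as reduced luminescence.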
ELG1 genotoxic: inducers of genotoxicity in HEK293T ELG1-luciferase cells; HEK293T ELG1-luciferase reporter, luminescence, 16 h; Potency, µM (series often up to 46 µM), inactives show at the highest dose activity change, positive = activation, usual class: activators; 330,000 compounds, 1.3% hits; AID 504466; also: potency is read from the fitted curve at half-maximal effect; % of control where 0% means no effect; nearly all actives have a fitted effect of over 60% in size
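DMSO vehicle served as control against compound-treated ELG1-luciferase HEK293T cells; exposure lasted 16 hr at 37 °C and 5% CO2, followed by ONE-Glo luminescence detection after 30 min.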
Active calls of the source: *; & = joins results of further samples; [ ] = another dose, or the depositor's remark. Unless noted, calls follow the shape of the dose curve; as a rule, active = well fitted curve in the direction sought with a large enough effect; inconclusive = small, poorly fitted or top-dose-only effect, or another doubt; inactive = no such curve, though single readings can be large; an effect the other way counts as inactive or inconclusive. Random draw from the library. About 14% of those tested had a hit in this group.

What do the screens show for `Cc1nnc(N2C(=O)C(O)=C(C(=O)c3ccco3)C2c2ccc(F)cc2)s1` (stereo unspecified)?
uPA surface inh: 4%; FBPA coupling cs: 1; KCNH2 3.1 inh: 4; Tb PFK inh: -2%; NPC1 promoter act: 1%; FLuc modulator: 1%; Giardia killer: 13; Gal4-VP16 FLuc: -7%; Rab9 promoter act: -6%; RORgamma inh: inconclusive; ELG1 genotoxic: -16%

Results for CN(C)c1ccc(CNC2CC(C)(C)NC(C)(C)C2)cc1 ?
uPA surface inh: 12%; FBPA coupling cs: -2; KCNH2 3.1 inh: 18; Tb PFK inh: 0%; NPC1 promoter act: -2%; FLuc modulator: 0%; Giardia killer: 9; Gal4-VP16 FLuc: 1%; Rab9 promoter act: 3%; RORgamma inh: inconclusive; ELG1 genotoxic: 3%

How did Cc1ccccc1N1C(=O)CC(c2c[nH]c3ccccc23)C1=O (stereo unspecified) do in these assays?
uPA surface inh: 10%; FBPA coupling cs: -4; KCNH2 3.1 inh: 27; Tb PFK inh: 1%; NPC1 promoter act: -3%; FLuc modulator: -1%; Giardia killer: 11; Gal4-VP16 FLuc: -8%[10 µM]; Rab9 promoter act: 1%; RORgamma inh: 1%; ELG1 genotoxic: -3%

How did CS(=O)(=O)N1CCN(C(=O)C(Sc2ccccc2)c2ccccc2)CC1 (stereo unspecified) do in these assays?
FBPA coupling cs: 1; KCNH2 3.1 inh: 7; Tb PFK inh: -3%; NPC1 promoter act: -2%; FLuc modulator: 4%; Giardia killer: -25; Gal4-VP16 FLuc: -2%; Rab9 promoter act: -3%; RORgamma inh: -9%; ELG1 genotoxic: 1%

How did COC(=O)c1ccc2nc(Nc3nc4c(F)cc(F)cc4s3)sc2c1 do in these assays?
uPA surface inh: 2%; FBPA coupling cs: -3; KCNH2 3.1 inh: 22; Tb PFK inh: 0%; NPC1 promoter act: -16%; FLuc modulator: 5.4µM*; Giardia killer: -23; Gal4-VP16 FLuc: 1.1µM*; Rab9 promoter act: -25%; RORgamma inh: 0.32µM*; ELG1 genotoxic: inconclusive

What do the screens show for `COc1ccc(C(=O)NCC(=O)Nc2cccc(S(=O)(=O)NCc3ccco3)c2)cc1OC`?
uPA surface inh: 0%; FBPA coupling cs: -6; KCNH2 3.1 inh: 22; Tb PFK inh: 2%; NPC1 promoter act: -1%; FLuc modulator: 3%; Giardia killer: -8; Gal4-VP16 FLuc: -6%; Rab9 promoter act: 3%; RORgamma inh: 6%; ELG1 genotoxic: -3%

How did Cc1ccc(C)c2[nH]c(=O)c(CN(Cc3ccco3)S(=O)(=O)c3ccc4c(c3)OCCO4)cc12 do in these assays?
uPA surface inh: 5%; FBPA coupling cs: 0; KCNH2 3.1 inh: 6; Tb PFK inh: -4%; NPC1 promoter act: -2%; FLuc modulator: 2%[2.3 µM]; Giardia killer: 11; Gal4-VP16 FLuc: -7%; Rab9 promoter act: 5%; RORgamma inh: 4%; ELG1 genotoxic: -20%

What do the screens show for `Cc1nc2c3ccccc3nc(SCC(=O)N3CC(C)CC(C)C3)n2n1` (stereo unspecified)?
uPA surface inh: -1%; FBPA coupling cs: 2; KCNH2 3.1 inh: -8; Tb PFK inh: -2%; NPC1 promoter act: 2%; FLuc modulator: 8%; Giardia killer: 22; Gal4-VP16 FLuc: -1%; Rab9 promoter act: -24%; RORgamma inh: -14%; ELG1 genotoxic: inconclusive

Results for COc1ccc(CNC(=O)C2CCN(S(=O)(=O)c3ccc4c(c3)NC(=O)C(C)S4)CC2)cc1 (stereo unspecified) ?
uPA surface inh: -17%; KCNH2 3.1 inh: 19; Tb PFK inh: -7%; NPC1 promoter act: -1%; FLuc modulator: 3%; Giardia killer: 6; Gal4-VP16 FLuc: -4%; Rab9 promoter act: -8%; RORgamma inh: 26%; ELG1 genotoxic: 1%

What do the screens show for `COc1ccc(NC(=O)CSc2nc(N)c(C(=O)Nc3ccc(N(C)C)cc3)s2)cc1`?
uPA surface inh: -5%; FBPA coupling cs: 1; KCNH2 3.1 inh: 13; Tb PFK inh: 2%; NPC1 promoter act: inconclusive; FLuc modulator: 1.3µM*; Giardia killer: -12; Gal4-VP16 FLuc: 4%; Rab9 promoter act: 3.2µM*; RORgamma inh: -24%; ELG1 genotoxic: inconclusive

Results for CC1CN(C(=S)NC(=O)C2CCCCC2)CC(C)O1 (stereo unspecified) ?
uPA surface inh: 10%; FBPA coupling cs: 4; KCNH2 3.1 inh: 3; Tb PFK inh: -3%; NPC1 promoter act: -2%; FLuc modulator: 0%; Giardia killer: 3; Gal4-VP16 FLuc: -9%; Rab9 promoter act: -2%; RORgamma inh: inconclusive; ELG1 genotoxic: 0%

Results for Cc1c(Cl)cccc1NC(=O)NCc1cccnc1 ?
uPA surface inh: 3%; FBPA coupling cs: 1; KCNH2 3.1 inh: -1; Tb PFK inh: -7%; NPC1 promoter act: 0%; FLuc modulator: -3%; Giardia killer: 5; Gal4-VP16 FLuc: -16%; Rab9 promoter act: 0%; RORgamma inh: 20%; ELG1 genotoxic: 3%

What do the screens show for `O=S(=O)(Nc1ncccn1)c1ccc(NC(=S)N2CCN(Cc3ccc(F)cc3Cl)CC2)cc1`?
uPA surface inh: -4%; FBPA coupling cs: -1; Tb PFK inh: 1%; NPC1 promoter act: 2%; FLuc modulator: inconclusive; Giardia killer: 13; Gal4-VP16 FLuc: -5%; Rab9 promoter act: 2%; RORgamma inh: 24%; ELG1 genotoxic: -4%

What do the screens show for `N#CC1(c2ccccc2)CCC(=NNS(=O)(=O)c2ccccc2)CC1` (stereo unspecified)?
uPA surface inh: inconclusive; KCNH2 3.1 inh: 24; Tb PFK inh: -1%; NPC1 promoter act: -1%; FLuc modulator: 6%; Giardia killer: -9; Rab9 promoter act: -2%; ELG1 genotoxic: -1%

How did O=[N+]([O-])c1ccc(O)c(/C=N/Nc2ccccn2)c1 do in these assays?
uPA surface inh: -12%; FBPA coupling cs: 8; KCNH2 3.1 inh: 9; Tb PFK inh: -8%; NPC1 promoter act: -15%; FLuc modulator: 4%; Giardia killer: 0; Gal4-VP16 FLuc: 11µM*; Rab9 promoter act: -25%; RORgamma inh: 10µM*; ELG1 genotoxic: 14%

Results for Cc1ccc(C(=O)N2NC(c3ccc(F)cc3)C3C(=O)N(c4ccc(C)cc4)C(=O)C32)cc1 (stereo unspecified) ?
uPA surface inh: 18%; FBPA coupling cs: 0; KCNH2 3.1 inh: -2; Tb PFK inh: -4%; NPC1 promoter act: 1%; FLuc modulator: 2%; Giardia killer: -9; Gal4-VP16 FLuc: 6%; Rab9 promoter act: 2%; RORgamma inh: 6%; ELG1 genotoxic: 0%

How did CC(=O)Nc1nnc(SCc2cccc(F)c2)s1 do in these assays?
uPA surface inh: 20%; FBPA coupling cs: 9; KCNH2 3.1 inh: -8; Tb PFK inh: -4%; NPC1 promoter act: 15%; FLuc modulator: -10%; Giardia killer: -3; Gal4-VP16 FLuc: 4%; Rab9 promoter act: 20%; RORgamma inh: 16%; ELG1 genotoxic: inconclusive

How did Cc1ccc(C(NC(=O)C2CCCCC2)c2c(O)ccc3ccccc23)cc1 (stereo unspecified) do in these assays?
uPA surface inh: -10%; FBPA coupling cs: -2; KCNH2 3.1 inh: -27; Tb PFK inh: -3%; NPC1 promoter act: -5%; FLuc modulator: 2%; Giardia killer: 5; Gal4-VP16 FLuc: -10%; Rab9 promoter act: inconclusive; RORgamma inh: 5%; ELG1 genotoxic: -6%

Results for CC(C)(C)C(=O)Nc1ccccc1C(=O)Nc1cc(Cl)ccc1Cl ?
uPA surface inh: -3%; FBPA coupling cs: 2; KCNH2 3.1 inh: -12; Tb PFK inh: 0%; NPC1 promoter act: -10%; FLuc modulator: 3%; Giardia killer: 15; Gal4-VP16 FLuc: 2%; Rab9 promoter act: inconclusive; RORgamma inh: inconclusive; ELG1 genotoxic: 0%

What do the screens show for `CCCCN(C)C(=O)c1cn(C)c2ccc(S(=O)(=O)N3CCC(C)CC3)cc2c1=O`?
uPA surface inh: 2%; FBPA coupling cs: 1; KCNH2 3.1 inh: 14; Tb PFK inh: -10%; NPC1 promoter act: -1%; FLuc modulator: 2%&-2%; Giardia killer: 17; Gal4-VP16 FLuc: 8%; Rab9 promoter act: -3%; RORgamma inh: 9%; ELG1 genotoxic: -1%
